Bioassay records deposited in PubChem by National Center for Advancing Translational Sciences (NCATS).
Menin-MLL TR inh: displaces Texas Red mutant MLL peptide from human menin; O00255; Potency, µM (highest dose often 61.6 µM), for the others: at the highest dose FP activity change, negative = inhibition, most hits filed as inhibitors; actives 0.23% (n = 270,000); Menin + Texas Red MLL mutant peptide, fluorescence polarization; active = well fitted inhibition curve with a large enough effect in the polarisation, with a control signal flat, not every such curve was filed as active; inconclusive = small, poorly fitted or top-dose-only effect, or effect the other way, or a change in a side signal; inactive = no such curve, though single readings can be large or run the other way; the % refers to the polarisation; note: potency is the fitted concentration of half-maximal effect; % of control where 0% means no effect; many of its hits are not listed in these tables
BRCA1 expr up: BRCA1 expression activation; MCF7-BRCA1-FFLuc reporter, luminescence, 48 h; response scale: scaled: vehicle 0%, 10 µM genistein 100%; Potency, µM (doses to about 46.1 µM), for the others: at the highest dose activation, hits mostly activators; actives 1.1% (n = 380,000); AID 624202; note: potency is the fitted concentration of half-maximal effect; nearly all actives have a fitted effect of over 80% in size; some results filed as inactive show a strong effect at the top dose
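Cells: MCF7-BRCA1-FFLuc, 2000/well. Exposure: 48 h, 37 °C, 5% CO2. Read: luminescence, 15 min post-substrate. Controls: genistein 10 microM (maximal activation), DMSO (neutral).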
Rab9 prom act: activates the Rab9 promoter | Huh7 Rab9 promoter-luciferase reporter, luminescence, 24 h | actives 2.8% (n = 320,000) | Potency, µM (top dose mostly 9.22 µM), for the others: at the top dose activation, negative = inhibition, actives largely listed as activators; note: potency is the fitted concentration of half-maximal effect; % of control where 0% means no effect; nearly all actives have a fitted effect of over 60% in size
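Steps: seed 1500 Huh7 Rab9-luc cells per well, rest 2 h at 37 °C; add compound in DMSO; incubate 24 h; add luciferase reagent, 10 min ambient; read luminescence.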
NPC1 promoter act: activators of NPC1 promoter. Potency, µM (series often up to 9.22 µM), inactives show top-dose activation, most hits filed as activators. Huh7 NPC1 promoter luciferase reporter, 24 h. actives 2.4% (n = 320,000);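 note: potency is the fitted concentration of half-maximal effect; % of control where 0% means no effect; nearly all actives have a fitted effect of over 60% in size; reporter is driven by a mutant NPC1 promoter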
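NPC1 promoter–luciferase Huh7 cells; 24 h compound; luminescence.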
p53 reactivation: re-activators of mutant p53 | H1299 p53-A138V BP100-luciferase reporter, luminescence, 24 h | Potency, µM (doses to about 92.2 µM), for inactives: at the highest dose activity change, positive = activation, usual class: activators | actives 0.063% (n = 320,000); note: potency is the fitted concentration of half-maximal effect; % of control where 0% means no effect; nearly all actives have a fitted effect of over 45% in size
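H1299 (p53-null), stable ts p53-A138V + BP100-Luc; 1000 cells/well, Opti-MEM/10% FBS; cpd 4 pt, 1:5; 24 h, 37 deg C, 5% CO2; detection reagent 10 min RT; luminescence.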
FLuc counter: counter-screen for miR-21 project: firefly luciferase inhibitors or activators; P08659; purified FLuc, Km substrates, luminescence inhibition; Potency, µM (titrated, usually from 57.5 µM), for inactives: top-dose activity change, negative = inhibition, most hits filed as inhibitors; actives 6.9% (n = 360,000); AID 588342;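 note: potency is the fitted concentration of half-maximal effect; plate controls were vehicle for no effect and reference inhibitor for full effect; nearly all actives have a fitted effect of over 55% in size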
Target sequence (P08659 whole entry, looked up): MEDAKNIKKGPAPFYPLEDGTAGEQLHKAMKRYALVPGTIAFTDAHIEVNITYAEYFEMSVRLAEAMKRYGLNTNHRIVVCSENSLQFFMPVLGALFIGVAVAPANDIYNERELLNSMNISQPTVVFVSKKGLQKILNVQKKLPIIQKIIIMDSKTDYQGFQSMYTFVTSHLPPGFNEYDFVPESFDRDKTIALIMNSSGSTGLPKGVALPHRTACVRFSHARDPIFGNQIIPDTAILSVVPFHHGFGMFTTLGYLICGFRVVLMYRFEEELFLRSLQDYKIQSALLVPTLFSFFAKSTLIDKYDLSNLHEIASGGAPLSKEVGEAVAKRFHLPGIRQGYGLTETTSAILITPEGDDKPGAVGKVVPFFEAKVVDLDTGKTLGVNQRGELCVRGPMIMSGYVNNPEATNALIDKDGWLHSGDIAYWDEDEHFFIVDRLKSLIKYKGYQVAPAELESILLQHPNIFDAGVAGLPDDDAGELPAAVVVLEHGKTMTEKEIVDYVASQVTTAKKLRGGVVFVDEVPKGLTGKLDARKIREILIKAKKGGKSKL
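Purified P. pyralis luciferase, 10 nM final, with Km-level 10 uM D-luciferin and 10 uM ATP in 50 mM Tris acetate pH 7.5, 10 mM Mg acetate, 0.01% Tween-20, 0.05% BSA; 6-point qHTS titration about 60 µM downward; luminescence read.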
Gal4-VP16 FLuc: inhibits Gal4-VP16 luciferase reporter, ROR gamma counter-screen | AID 2546 | Potency, µM (series often up to 53.6 µM), for inactives: top-dose activity, negative = inhibition, most hits filed as inhibitors | actives 3.5% (n = 310,000) | Drosophila S2 Gal4-VP16 UAS-luciferase, luminescence, 20 h;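 note: Gal4-VP16 expression switched on by copper sulfate through the metallothionein promoter; potency is the fitted concentration of half-maximal effect; % is set by controls: 0 for no effect and ±100 for the full control effect; nearly all actives have a fitted effect of over 50% in size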
ELG1 genotoxic: induces genotoxicity in HEK293T cells with luciferase-tagged ELG1; actives 1.3% (n = 330,000); HEK293T ELG1-luciferase reporter, luminescence, 16 h; Potency, µM (series often up to 46 µM), inactives show at the top dose activity change, positive = activation, most hits filed as activators; note: potency is the fitted concentration of half-maximal effect; % of control where 0% means no effect; nearly all actives have a fitted effect of over 60% in size
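After overnight (16 hr) compound treatment at 37 °C, ELG1-luciferase HEK293T cells were lysed with ONE-Glo; luminescence quantified 30 min later at room temperature.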
PKM2 activator: increases activity of human pyruvate kinase M2; P14618; purified PKM2, Kinase-Glo ATP luminescence, activation; response scale: 0% is enzyme alone, no compound; Potency, µM (highest dose often 57.5 µM), for the others: at the highest dose activation, hits mostly activators; actives 0.34% (n = 260,000); note: potency is the fitted concentration of half-maximal effect; % is set by controls: 0 for no effect and ±100 for the full control effect; nearly all actives have a fitted effect of over 55% in size
Target sequence (P14618 whole entry, looked up): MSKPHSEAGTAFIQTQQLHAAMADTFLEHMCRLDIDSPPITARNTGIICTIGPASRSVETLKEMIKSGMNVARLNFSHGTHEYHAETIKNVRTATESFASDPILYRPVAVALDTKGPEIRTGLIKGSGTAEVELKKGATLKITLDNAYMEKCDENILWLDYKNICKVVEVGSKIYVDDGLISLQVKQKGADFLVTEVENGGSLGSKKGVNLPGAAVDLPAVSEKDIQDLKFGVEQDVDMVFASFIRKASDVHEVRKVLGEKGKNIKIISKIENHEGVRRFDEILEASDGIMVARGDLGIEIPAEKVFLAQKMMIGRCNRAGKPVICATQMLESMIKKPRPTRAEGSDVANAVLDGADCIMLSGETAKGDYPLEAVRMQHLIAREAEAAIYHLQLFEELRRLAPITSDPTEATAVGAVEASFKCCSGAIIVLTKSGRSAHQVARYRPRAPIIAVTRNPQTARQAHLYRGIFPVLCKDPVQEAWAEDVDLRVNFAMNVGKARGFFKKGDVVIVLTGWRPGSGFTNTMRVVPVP
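hPK-M2, >95% pure; 0.1 mM ADP / 0.5 mM PEP final; imidazole pH7.2 buffer w/ 7 mM MgCl2, 50 mM KCl; 1 h RT; Kinase-Glo lum. Intermediate enzyme activity for dual inhibitor/activator qHTS.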
Giardia killer: kills Giardia lamblia | activity change, % at 7.66 µM, hits read low | actives 0.15% (n = 340,000) | Giardia lamblia trophozoite viability; in the data active = activity change below about -80%; inconclusive = between about -30% and that limit;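 note: parasites exposed to compound for two days anaerobically before the ATP read; % is set by controls: 0 for no effect and ±100 for the full control effect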
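Trophozoites 100 cells/well + cpd; 48 hrs, 37 deg C, anaerobic. ATPLite 1-Step added, 15-30 min RT, luminescence read (ATP-based viability).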
RORgamma inh: ROR gamma (mouse) transcription inhibition | P51450 | Drosophila S2 Gal4-RORgamma UAS-luciferase reporter, 20 h | Potency, µM (highest dose often 53.6 µM), without a hit: at the highest dose activity change, negative = inhibition, hits mostly inhibitors | actives 5.4% (n = 310,000) | AID 2551; note: potency is the fitted concentration of half-maximal effect; % is set by controls: 0 for no effect and ±100 for the full control effect; nearly all actives have a fitted effect of over 60% in size
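In this cell-based reporter format, copper sulfate (700 uM final) drives Gal4–ROR gamma fusion expression from a metallothionein promoter in Drosophila Schneider cells; compounds preincubated 1 hr, reporter read after 20 hr at ambient temperature.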
Starred values were filed as active, the others as inactive; ? = inconclusive; / = no result given; [ ] = remark or other dose. Unless noted, calls come from the whole dose curve; as a rule, active = well fitted curve in the direction sought with a large enough effect; inconclusive = small, poorly fitted or top-dose-only effect, or another doubt; inactive = no such curve, though single readings can be large; an effect the other way counts as inactive or inconclusive. Some of the compounds tested; count on the stated rates, not on these rows.

entry | compound | Menin-MLL TR inh | BRCA1 expr up | Rab9 prom act | NPC1 promoter act | p53 reactivation | FLuc counter
1 | CCOC(=O)C1=C(C)OC(N)=C(C#N)C1c1cccc(C)c1 (centres undefined) | -2% | -14% | -7% | 0% | -2% | -4%
2 | CC1=C(C#N)C(=O)NC(C)(C)C1 | 3% | 4% | -1% | 1% | 1% | -1%
3 | S=c1[nH]c(-c2ccc(Cl)cc2)cs1 | ? | 30% | ? | 21% | 18% | ?
4 | CCOc1cc2c(cc1OCC)C(c1ccccc1OC)OC(=O)C2 (centres undefined) | -17% | -2% | -4% | 2% | -8% | -2%
5 | CC(C)CN(CC(C)C)C(=S)Nc1ccc(Cl)cc1 | 31%[activator] | -66% | 0% | -7% | 0% | 2%
6 | CCN1CCN(c2ccc(S(=O)(=O)N3CCCCC3)cc2NC(=O)c2ccccc2)CC1 | / | 1% | -2% | 0% | -7% | -3%
7 | COc1ccc(-c2nc(CS(=O)CC(=O)N3CCN(C)CC3)c(C)o2)cc1 (centres undefined) | -7% | 6% | 7% | 0% | 3% | -10%
8 | COC(=O)CCCC(=O)N1CCOCCN(C(=O)CCCC(=O)OC)CCOCC1 | -4% | -10% | -3% | 0% | 18% | -1%
9 | Fc1ccc(NC(=S)N2N=CCC2c2ccccc2)cc1 (centres undefined) | 10% | 6%[1.84 µM] | 18% | 22% | ? | ?
10 | Cc1ccc(/C=C/C(=O)Nc2ccc(N(C)C)cc2)o1 | -3% | 4µM* | ? | ? | ? | 3µM*
11 | Cc1cc(S(=O)(=O)N2CCCOC2CNC(=O)C(=O)NCCc2ccco2)ccc1F (centres undefined) | / | -37% | ? | 1% | 4% | 1%
12 | CCn1c(-c2cc(C3CC3)nc3ccccc23)n[nH]c1=S | 1% | 3% | -3% | -1% | -12% | 0%
13 | CCCOc1ccc(OCCn2nc(C(=O)O)c3ccccc3c2=O)cc1 | -4% | -10% | 4% | 0% | 0% | -7%
14 | COc1ccccc1NC(=O)CC1C(=O)NCCN1C(=O)Nc1ccccc1 (centres undefined) | -1% | 3% | 0% | -6% | -4% | 1%
15 | COc1cccc(C(N)CC(=O)O)c1 (centres undefined) | 2% | / | -1% | -1% | 5% | 1%

entry | Gal4-VP16 FLuc | ELG1 genotoxic | PKM2 activator | Giardia killer | RORgamma inh
1 | 10% | 0% | 2% | -8 | 15%
2 | 1% | 0% | 0% | 3 | -18%
3 | 0% | 6% | 3% | 6 | 7.1µM*
4 | ? | 1% | -9% | -12 | -16%
5 | 20µM* | -7% | 2% | -3 | 4µM*
6 | / | -1% | / | -12 | /
7 | -5% | 3% | / | 3 | -11%
8 | -2% | 3% | -11% | 1 | -8%
9 | 7.9µM* | 23µM* | -7% | 11 | 3.5µM*
10 | -14% | ? | 3% | -24 | -5%
11 | -2% | 0% | -2% | 14 | 30%
12 | -17% | -11% | -15% | 6 | ?
13 | -2% | 2% | 32µM* | -5 | ?
14 | -1% | 1% | -1% | -2 | 2%
15 | 6% | -1% | -1% | / | -24%

Next section:
entry | compound | Menin-MLL TR inh | BRCA1 expr up | Rab9 prom act | NPC1 promoter act | p53 reactivation | FLuc counter
16 | Cc1ccc(S(=O)(=O)NC(CC(=O)O)c2cccs2)cc1 (centres undefined) | 0% | -3% | 2% | -1% | -8% | 1%
17 | COc1ccc(-c2cc(C(=O)NCc3ccco3)no2)cc1OC | / | 26% | -2% | 7% | 3% | -12%
18 | COc1ccccc1NS(=O)(=O)c1ccc(C(=O)OCC(=O)NCc2ccco2)cc1 | ? | 0% | -7% | -2% | 2% | 4%
19 | CCC(=O)N1CCc2cc(S(=O)(=O)CCC(=O)N3CCN(c4ccccc4)CC3)ccc21 | -9% | -8% | 0% | 2% | -6% | 0%
20 | CC1CN(C(=O)c2ccc(COc3ccc(C(C)C)cc3)o2)CC(C)O1 (centres undefined) | -11% | ? | ? | ? | -4% | 13µM*
21 | Cc1cccc(Nc2c([N+](=O)[O-])c(=O)oc3ccccc23)c1 | / | -45% | ? | -4% | -4% | -5%
22 | CC(C)NC(=O)Cn1cc(C(=O)COc2ccccc2)c2ccccc21 | ? | 0% | 11% | -10% | -1% | ?
23 | Brc1cc2c(cc1/C=N/Nc1nc(N3CCCC3)nc(N3CCOCC3)n1)OCO2 | -10% | 0% | -1% | 0% | -3% | -2%
24 | O=C(Cn1ncc2c1-c1ccccc1OC2)Nc1ccc(Cl)cn1 | 0% | 15% | -3% | -2% | -4% | 4%
25 | COc1cccc(-c2sc3ccc(OC)cc3c2-c2cc(F)cc(OC)c2)c1 | / | -17% | 2% | -4% | 17% | 1%
26 | Clc1ccc2nc(COc3ccccc3)[nH]c2c1 | 20% | 79% | ? | -1% | / | 12µM*
27 | CC(C)N(Cc1ccccc1)C(=O)CN1C(=O)NC2(CCCC2)C1=O | / | -10% | -1% | 1% | 7% | 2%
28 | O=S(=O)(NC1CCCC1)c1ccc(S(=O)(=O)N(Cc2cccs2)CC2CCCO2)cc1 (centres undefined) | 46%[activator] | -37% | 0% | 1% | 15% | 2%
29 | O=C(CNS(=O)(=O)c1cccc2nsnc12)NCc1ccc(Cl)cc1 | -2% | -4% | -6% | 2% | -1% | 3%
30 | NC(=O)c1c(Nc2nc3c(F)cccc3s2)sc2c1CCCC2 | ? | -22% | 11% | 2% | 12% | -12%

entry | Gal4-VP16 FLuc | ELG1 genotoxic | PKM2 activator | Giardia killer | RORgamma inh
16 | 0% | 0% | 1% | 21 | -26%
17 | 17% | ? | -1% | -6 | 44%
18 | 7% | 0% | ? | -3 | 33%
19 | 1% | -3% | 13%[0.46 µM] | -1 | 12%
20 | ? | ? | 4% | 8 | ?
21 | 5% | 1% | -6% | 2 | 28%
22 | -1% | 1% | -3% | -5 | 20%
23 | 0% | -10% | -1% | 9 | -16%
24 | -9% | ? | -12% | 22 | 25%
25 | / | -1% | / | -12 | /
26 | 17% | ? | 28% | 11 | 36%
27 | / | 2% | / | 8 | /
28 | -21% | -6% | -7% | -3 | ?
29 | -5% | 4% | 3% | -14 | 45%
30 | ? | 1% | 9% | -6 | 13µM*

A second format for part of the listing above:
No. | smiles | Menin-MLL TR inh | BRCA1 expr up | Rab9 prom act | NPC1 promoter act | p53 reactivation | FLuc counter | Gal4-VP16 FLuc | ELG1 genotoxic | PKM2 activator | Giardia killer | RORgamma inh
19 | CCC(=O)N1CCc2cc(S(=O)(=O)CCC(=O)N3CCN(c4ccccc4)CC3)ccc21 | -9% | -8% | 0% | 2% | -6% | 0% | 1% | -3% | 13%[0.46 µM] | -1 | 12%
17 | COc1ccc(-c2cc(C(=O)NCc3ccco3)no2)cc1OC | / | 26% | -2% | 7% | 3% | -12% | 17% | ? | -1% | -6 | 44%
3 | S=c1[nH]c(-c2ccc(Cl)cc2)cs1 | ? | 30% | ? | 21% | 18% | ? | 0% | 6% | 3% | 6 | 7.1µM*

More results
entry | compound | Menin-MLL TR inh | BRCA1 expr up | Rab9 prom act | NPC1 promoter act | p53 reactivation | FLuc counter
31 | Cc1sc(NC(=O)CCCC(=O)O)c(C(N)=O)c1-c1ccccc1 | -17% | -45% | 4% | 16% | -6% | 0.76µM*
32 | COC(=O)c1cc(NC(=O)N2c3ccccc3Sc3ccccc32)cc(C(=O)OC)c1 | / | -1% | -1% | 2% | 3% | 1%
33 | COc1ccc(COC(=O)N/N=C(\C)CC(=O)Nc2ccc(Cl)cn2)cc1 | / | -2% | 0% | -2% | -2% | -1%
34 | Cc1ccc(SCC(=O)Nc2cccc(-c3nnc(-c4ccco4)o3)c2)cc1 | 17% | 75% | 3.2µM* | 3.2µM* | -1% | -11%
35 | COc1ccc(CN2CCN(C(=O)c3cccc(OC)c3OC)CC2)cc1OC | -25% | -9% | -7% | 0% | -5% | -3%
36 | CCOC(=O)N1CCN(C(=O)CN(c2cc(Cl)ccc2OC)S(=O)(=O)c2ccccc2)CC1 | 3% | -1% | 2% | -4% | -2% | 6%

entry | Gal4-VP16 FLuc | ELG1 genotoxic | PKM2 activator | Giardia killer | RORgamma inh
31 | -15% | ? | 15% | 4 | ?
32 | -2% | -2% | 1% | -5 | 2%
33 | -9% | 2% | 3% | 18 | 35%
34 | ? | -4% | -1% | -17 | ?
35 | -1%[10 µM] | 6% | -3% | -2 | 5%
36 | -19% | 0% | -1% | 3 | -2%
